# Source: PubChem BioAssay
# STAT3 inh = IL-6 driven STAT3 reporter inhibitors, primary screen, U3A cells, luciferase, luminescence, MLSCN library; IL-6 STAT3-luciferase reporter; host cell line lacks STAT1; inhibition, % at 5.5 µM; 190,000 compounds, 0.89% hits; AID 862, 2007;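 active = inhibition above the mean inhibition across all screened compounds plus 3 SD, cut at about 44% in these data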;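 also: 0% = DMSO only wells and 100% = 100 µM nifuroxazide control wells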
# STAT3 act = IL-6 driven STAT3 reporter potentiators, primary screen, U3A cells, luciferase, luminescence, MLSCN library | IL-6 STAT3-luciferase reporter; 100% = signal with IL-6 EC80 alone | activation (% of control), % at 5.6 µM | 190,000 compounds, 0.91% hits;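 active = activation above the screen-wide mean of compound activation plus 3 SD, cut at about 130% in these data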;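 also: 0% = background luminescence of wells with medium and substrate only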
#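 Material: human STAT1-deficient U3A cells with stable STAT3-luciferase reporter / Probe or stimulus: IL-6 stimulus at 33 ng/mL final / Schedule: 1 h compound pre-exposure, 6 h IL-6 stimulation, 37 °C / Technique: luminescence / Read-out basis: percent of IL-6-only median luminescence / Control set: IL-6-only high control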
# APP transl inh = inhibitors of APP translation via 5'UTR reporter, primary screen, APP 5'UTR luciferase, SH-SY5Y cells; SH-SY5Y APP 5'UTR-luciferase reporter, luminescence; inhibition, % at 2 µM; 190,000 compounds, 0.82% hits; AID 1285, 2008;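 active = inhibition above a set limit, derived from the sample mean plus 3 SD, cut at about 45% in these data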; also: values of inactives mirror those of a sister screen read the other way
# Diaph inh CS = diaphorase inhibitors and chemical oxidizers, primary screen, counter-screen for diaphorase-coupled primary assays, biochemical, uHTS, resorufin fluorescence; diaphorase resazurin-to-resorufin fluorescence, NADH, 16 min; bacterial (C. kluyveri) enzyme, not human; inhibition, % at 20 µM; 190,000 compounds, 0.69% hits;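 active = primary screen inhibition at 20 µM above a set limit, cut at about 50% in these data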;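 also: plate controls were DMSO with full reaction for no effect and wells lacking NADH for full effect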
#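 Assay system: diaphorase enzyme from Clostridium kluyveri. Quantity: enzyme working solution with 0.14 U/mL diaphorase. Schedule: reaction incubation of 16 min at room temperature. Technique: resorufin fluorescence, excitation 544 nm, emission 590 nm. Controls: No-NADH positive control and DMSO neutral control.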
# G6PDH counter = L. mesenteroides G6PDH inhibitors, counter-screen for G6PDH-coupled screening assays, biochemical, Leuconostoc mesenteroides enzyme; glucose-6-phosphate dehydrogenase [Leuconostoc mesenteroides]; inhibition, % at 5 µM; 200,000 compounds, 0.12% hits; Purified L. mesenteroides G6PDH, diaphorase/resazurin coupled fluorescence, 45 min; in the data active = inhibition above about 50%
# STAT1 inh = STAT1 signaling inhibitors, primary screen, cell-based, HTS, luciferase reporter. NIH 3T3 STAT1-luciferase reporter, IFN-gamma, luminescence. inhibition, % at 5.5 µM. 200,000 compounds, 0.35% hits. AID 920, 2007;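 active = inhibition above a set limit, the mean inhibition across all tested compounds plus 3 SD, cut at about 34% in these data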;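 also: 0% = IFN-gamma with DMSO and 100% = IFN-gamma with 300 µM nifuroxazide; values of inactives mirror those of a sister screen read the other way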
# Diaphorase act = compounds boosting diaphorase resazurin reduction – biochemical, uHTS, resorufin fluorescence, counter-screen for diaphorase-coupled primary assays, primary screen. Diaphorase/resazurin coupled assay, 16 min; stronger effect = higher value; 1 = vehicle wells, 0 = NADH-free wells. activation factor at 20 µM. 190,000 compounds, 0.005% hits. AID 1229, 2008;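 active = diaphorase activity raised at least twofold by the compound at 20 µM; inactive = activation factor below 2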
#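 Test system: Clostridium kluyveri diaphorase, purified enzyme; input: enzyme 0.07 U/mL final; buffer or medium: 50 mM HEPES pH 7.4 with 4.542 mM MgCl2, 0.005% Tween 20; also added: 0.114 mM NADH and 0.1 mM resazurin, final amounts; schedule: 16 min enzyme reaction, ambient temperature; technique: fluorescence of resorufin, 544 nm excitation, 590 nm emission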
# STAT1 act = STAT1 signaling activators, primary screen, cell-based, HTS, luciferase reporter; 200,000 compounds, 2.6% hits; activation (% of control), % at 5.5 µM; NIH 3T3 STAT1-luciferase reporter, IFN-gamma, luminescence; 100% = IFN-gamma alone, no compound;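 active = activation above the screen-wide mean activation plus 3 SD, cut at about 130% in these data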;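 also: raw ratio to IFN-gamma control signal so 100% means no change and 0% no light; values of inactives mirror those of a sister screen read the other way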
# TLR4-MyD88 BLA = inhibitors of TLR4-MyD88 association in cells, primary screen, cell-based, HeLa CL3-4, BLA complementation, FRET ratio. Toll-like receptor 4 (Homo sapiens) + Myeloid differentiation primary response protein …. HeLa CL3-4 TLR4/MyD88 BLA complementation. inhibition, % at 8.4 µM. 200,000 compounds, 0.18% hits. AID 861, 2007; in the data active = inhibition above about 25%;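 also: 0% = vehicle and 100% = reference inhibitor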
# Target sequence (O00206 whole entry, looked up): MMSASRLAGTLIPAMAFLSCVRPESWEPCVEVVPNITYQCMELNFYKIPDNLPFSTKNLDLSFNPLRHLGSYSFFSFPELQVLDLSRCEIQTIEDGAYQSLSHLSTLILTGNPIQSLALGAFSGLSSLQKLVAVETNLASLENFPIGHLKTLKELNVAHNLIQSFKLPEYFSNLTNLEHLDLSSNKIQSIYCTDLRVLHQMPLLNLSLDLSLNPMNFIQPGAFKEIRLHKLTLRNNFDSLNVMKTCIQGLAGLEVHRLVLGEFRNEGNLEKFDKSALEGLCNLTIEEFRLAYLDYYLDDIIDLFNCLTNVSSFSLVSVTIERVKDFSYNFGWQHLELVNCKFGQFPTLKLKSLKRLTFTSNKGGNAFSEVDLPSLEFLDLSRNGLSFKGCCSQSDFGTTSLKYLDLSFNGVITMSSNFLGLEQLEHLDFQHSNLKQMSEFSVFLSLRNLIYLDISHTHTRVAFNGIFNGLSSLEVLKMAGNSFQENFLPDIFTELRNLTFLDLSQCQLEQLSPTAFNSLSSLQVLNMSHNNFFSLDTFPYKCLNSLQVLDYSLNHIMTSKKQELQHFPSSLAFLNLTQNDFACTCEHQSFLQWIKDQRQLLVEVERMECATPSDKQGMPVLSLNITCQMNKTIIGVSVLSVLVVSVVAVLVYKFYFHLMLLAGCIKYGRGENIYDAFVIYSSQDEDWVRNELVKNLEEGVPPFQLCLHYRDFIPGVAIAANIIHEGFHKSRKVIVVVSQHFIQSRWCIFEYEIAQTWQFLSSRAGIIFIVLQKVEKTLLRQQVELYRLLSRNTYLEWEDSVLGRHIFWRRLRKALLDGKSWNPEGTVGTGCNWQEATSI
# Target sequence (Q99836 whole entry, looked up): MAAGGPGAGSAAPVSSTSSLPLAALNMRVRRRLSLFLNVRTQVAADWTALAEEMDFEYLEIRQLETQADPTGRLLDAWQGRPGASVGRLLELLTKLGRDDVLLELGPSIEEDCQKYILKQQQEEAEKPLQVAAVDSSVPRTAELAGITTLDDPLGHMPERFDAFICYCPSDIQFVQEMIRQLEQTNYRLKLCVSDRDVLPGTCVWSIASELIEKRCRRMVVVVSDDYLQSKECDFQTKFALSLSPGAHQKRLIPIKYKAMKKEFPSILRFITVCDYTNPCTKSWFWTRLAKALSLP
# Hsp70 activator = Hsp70 transcriptional activators, primary screen, cell-based, HeLa, Hsp70 promoter luciferase, luminescence, 10 µM. HeLa Hsp70 promoter luciferase reporter; scaled: vehicle 0, proteasome-inhibitor control 100%. activation, % at 10 µM. 200,000 compounds, 0.04% hits. AID 1203, 2008;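 active = activation above the mean across all tested compounds plus 3 SD, cutoff set per campaign, cut at about 5.5% in these data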;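 also: 100% = MG132 at 30 µM as the positive control and 0% = DMSO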
# An asterisk follows results filed as active; nt = not tested or not shown; & = joins results of further samples.
SMILES,STAT3 inh,STAT3 act,APP transl inh,Diaph inh CS,G6PDH counter,STAT1 inh,Diaphorase act,STAT1 act,TLR4-MyD88 BLA,Hsp70 activator
O=C(Nc1ccon1)c1ccccc1F,-6,105,7,8,1,4,0.9,96,0,0.1
COc1ccc(CCNC(=O)C(=O)NCc2ccc(Cl)cc2)cc1OC,0,102,-10,-15,2,6,1.2,94,5,-0.3
COc1cccc(NC(=O)C(C)SCc2ccccc2)c1 (configuration not stated),-3,105,-6,19,17,11,0.8,90,3,0.0
COc1ccc(OC)c(-c2cc(C(=O)N3CCN(c4ncccn4)CC3)c3ccccc3n2)c1,2,102,13,16,7,0,0.8,100,-4,-0.3
CC(C)Oc1ccc(CN=C(N)N=C(N)N)cc1Cl,-7,102,-7,3,-5,-4,1,103,-6,-0.2
CCOc1ccc(N2C(=O)CC(NCC3CCCO3)C2=O)cc1 (configuration not stated),-3,108,-1,14,8,1,0.9,99,0,0.2
CN(C)c1ccc(CNC(=O)CN(C)S(=O)(=O)c2cccc3cccnc23)cc1,3,101,-4,9,-2,-1,0.9,101,-5,-0.3
N#Cc1ccc(CSc2nnc(-c3cccc(S(=O)(=O)N4CCCCC4)c3)o2)cc1,5,98,-18,14,-22,11,0.9,90,-6,0.2
CCc1ccccc1NC(=O)c1ccc([N+](=O)[O-])s1,16,90,19,8,0,18,0.9,83,-4,-0.2
COC(=O)C1=C(C)N(CCc2cc(OC)c(OC)c(OC)c2)C(=O)N[C@H]1c1cccs1,-3,100,-2,9,17,9,0.9,92,0,-0.2
COc1ccc(Br)cc1S(=O)(=O)n1ccnc1C,18,87,-5,6,1,4,0.9,96,-1,-0.1
COc1ccc(-c2nc(-n3c(C)c(C(C)=O)c(C(C)=O)c3C)sc2C)cc1,21,86,1,9,1,14,0.9,88,2,-0.3
Cc1c(-c2ccccc2)c(P(=O)(N2CCOCC2)N2CCOCC2)c2ccccn12,2,103,-8,14,0,5,0.9,96,-10,-0.2
COc1ccc(C(=O)c2ccc(N(C)C)cc2)c(OC)c1,8,97,78*,12,7,-17,0.9,115,2,0.5
CCCn1cnc2cc(NC(=O)c3cccs3)ccc21,-5,109,-96,4,0,-45,1,138*,-16,0.1
Fc1ccc(-c2ccc(Nc3cccc(F)c3)nn2)cc1,17,91,-56,-7,11,-50,1.1,144*,8,-0.1
O=C(CSc1nc2[nH]ncc2c(=O)[nH]1)c1ccc(Cl)cc1,7,100,10,10,10,-6,0.9,104,4,-0.1
CSc1nnc(Cn2c(=O)sc3ccccc32)n1-c1cccc(Cl)c1,11,95,-10,11,3,5,0.9,95,1,0.1
N#CCCN(C(=O)COc1ccc(F)cc1Br)c1ccccc1F,2,102,-2,6,15,1,0.9,99,1,-0.1
Cc1nc(COC(=O)c2c(C)nn(-c3ccccc3)c2C)cs1,12,93,-25,13,6,-8,0.9,108,-9,-0.2
CC(C)c1ccc(C(=O)N2CCCN(C(=O)c3ccc(C(C)C)cc3)CC2)cc1,10,95,-12,9,3,3,0.9,97,2,-0.4
O=C(CN1CCN(c2ccccc2O)CC1)NC(=O)NC1CCCC1,18,85,5,2,5,4,1,97,-8,-0.1
O=C1NC(=Nc2ccccc2)S/C1=C\c1cccn1-c1ccccc1,14,86,-5,-8,6,-21,1.1,119,5,0.1
Cc1ccc(S(=O)(=O)c2c(C)cc(C)nc2Cl)c(C)c1,14,93,-1,10,-13,-2,0.9,102,1,-0.2
COCCCNC(=O)c1sc2ncn(CC(=O)Nc3ccc(C)c(Cl)c3)c(=O)c2c1C,8,97,19,7,-5,8,0.9,92,-3,-0.3
COC(=O)C1=C(NC(=O)c2ccccc2[N+](=O)[O-])CCS1,12,98,-9,10,7,1,0.9,97,-6,-0.3
Cc1ccc(-n2nnnc2SCC(=O)Nc2ccc3c(c2)COC3=O)cc1C,16,88,8,11,-40,-2,0.9,102,-5,0.0
O=C(CSc1nc2ccccc2o1)Nc1ccc(N2CCOCC2)c(Cl)c1,31,76,-194,18,11,6,0.8,94,9,0.8
COc1ccccc1CN(Cc1cc2cc(C)ccc2[nH]c1=O)Cc1nnnn1CC1CCCO1 (configuration not stated),-8,110,-38,8,4,-3,0.9,102,6,-0.4
O=C(CCN1CCOCC1)N/N=C/c1cc([N+](=O)[O-])ccc1OC(F)F,8,96,-7,7,0,10,0.9,90,0,-0.1
CCOC(=O)C1=NN(N=O)C2(CC(=O)N(c3cc(C)cc(C)c3)C2=O)C1 (configuration not stated),13,93,-2,2,4,3,1,97,3,0.1
O=C(Cn1cnc2c(nnn2-c2ccccc2)c1=O)NCC1CCCO1 (configuration not stated),10,92,-3,25,-6,9,0.7,93,7,-0.4
Cc1ccc(S(=O)(=O)CCC(=O)NCCN2C(=O)S/C(=C/c3ccc(F)cc3)C2=O)cc1,-7,104,-18,18,-18,8,0.8,95,-11,-0.3
CCOC(=O)c1sc(NC(=O)CCN2CC(C)OC(C)C2)c(C(=O)OCC)c1C (configuration not stated),-4,104,4,4,3,5,1,95,-12,-0.1
Cc1ccc2c(c1)N(CCC(=O)NCc1cccnc1)C(=O)CO2,10,97,0,16,1,-2,0.8,102,2,-0.1
COc1ccc(C)cc1-n1nnnc1SCC1CCCO1 (configuration not stated),1,102,-8,-2,-1,1,1,99,2,0.7
CCOC(=O)CCc1c(C)nc2cc(C3CCCN(C(=O)OC(C)(C)C)C3)[nH]n2c1=O (configuration not stated),-1,105,-12,14,11,-5,0.9,104,2,-0.1
COc1cc(NC(=S)NCc2cccnc2)cc(OC)c1,-13,111,-11,12,14,-3,0.9,103,-6,-0.2
Cc1cc(OCCOCCNC(C)C)cc(C)c1Cl,2,98,nt,7,14,14,0.9,87,10,-0.1
COCCNC(=O)NC1(C(F)(F)F)Oc2ccc(Cl)cc2O1 (configuration not stated),8,96,31,27,20,2,0.7,98,-4,-0.3
COCc1c(C(=O)OC)nnn1-c1ccccc1,7,97,16,11,0,-3,0.9,100,9,0.0
O=C(CSc1cccc[n+]1[O-])Nc1cccc(S(=O)(=O)NC2=NCCCCC2)c1,8,95,6,6,1,1,0.9,97,-31,-0.2
CCOc1c(Cl)cc(C2NC(=O)NC(C)=C2C(=O)NCc2ccccc2)cc1OC (configuration not stated),0,101,14,12,6,-3,0.9,100,-4,-0.5
CCc1ccc(-c2ccc(SCC(=O)NCC3CCCO3)nn2)cc1 (configuration not stated),11,96,-41,8,1,-12,0.9,110,5,0.4
CCc1c(C)nc2ncnn2c1N1CCC(C(=O)Nc2ccc(C)cc2)CC1,21,85,-5,1,0,8,1,92,6,-0.1
CN(/C(=N\S(=O)(=O)c1ccccc1)c1ccccc1)c1ccc(O)cc1,7,101,16,3,21,6,1,94,-24,-0.3
O=C1N/C(=C\c2ccsc2)C(=O)N1Cc1ccc(F)cc1,5,97,-10,3,-5,4,1,96,-4,-0.4
CCCOc1ccc(N2C(=O)CC(N3CCC(C(=O)OCC)CC3)C2=O)cc1 (configuration not stated),6,100,-4,14,7,7,0.9,94,-7,-0.1
O=C1C2C3C=CC(C3)C2C(=O)N1c1ccc(Cc2ccncc2)cc1 (configuration not stated),23,83,-11,1,10,12,1,89,-15,-0.3
CCOC(=O)C1=C(C)N(C)C(=O)NC1c1cccc(O)c1 (configuration not stated),0,103,-1,17,-5,6,0.8,94,9,-0.1

# Two entries from above, tab-delimited:
SMILES	STAT3 inh	STAT3 act	APP transl inh	Diaph inh CS	G6PDH counter	STAT1 inh	Diaphorase act	STAT1 act	TLR4-MyD88 BLA	Hsp70 activator
CCc1ccc(-c2ccc(SCC(=O)NCC3CCCO3)nn2)cc1 (configuration not stated)	11	96	-41	8	1	-12	0.9	110	5	0.4
CN(/C(=N\S(=O)(=O)c1ccccc1)c1ccccc1)c1ccc(O)cc1	7	101	16	3	21	6	1	94	-24	-0.3

# (listing goes on)
SMILES,STAT3 inh,STAT3 act,APP transl inh,Diaph inh CS,G6PDH counter,STAT1 inh,Diaphorase act,STAT1 act,TLR4-MyD88 BLA,Hsp70 activator
Cc1cc(C)c2c(=O)[nH]n(C3CCOC(C)(C)C3)c2n1 (configuration not stated),16,94,-3,3,0,-2,1,102,-1,0.2
CCNC(=S)N1CCc2ccccc2C1,13,90,-13,7,7,0,0.9,100,-7,-0.3
COc1cccc(Cn2c(=S)[nH]c3ccc(N4CCOCC4)cc3c2=O)c1,-8,110,-32,30,-7,4,0.7,97,6,0.4
Cc1cc2ncn(CCOc3ccccc3)c2cc1C,-6,106,-58,-2,-1,-24,1,122,-2,0.0
Cc1cc(-c2ccc(Cl)cc2)c(C#N)c(N)n1,-57,148*,nt,6,-6,7,0.9,88,1,-0.2
COc1ccc(CCNC(=O)CSc2ccc(-c3cccs3)nn2)cc1OC,-1,102,-42,4,6,-3,1,102,0,-0.1
COc1ccc(-c2cn3cc(C)ccc3n2)cc1F,87*,26,-147,-3,8,63*,1,40,-2,-0.4
c1ccc(CN2CCN(c3nc(NCc4ccco4)c4ccccc4n3)CC2)cc1,13,94,-9,16,1,1,0.8,99,7,-0.2
Cc1nc2ccc(N=NC3=C(O)CCCC3=O)cc2s1,8,103,0,11,6,2,0.9,99,-18,-0.1
O=C(Cc1cc(=O)[nH][nH]1)N/N=C/C=C/c1ccccc1,11&7,94&98,-2&0,5&6,3&1,10&15,0.9&0.9,91&86,-20&-4,0.2&-0.2
CC(=O)c1ccc2noc(-c3cccc(C)c3)c2c1,8,94,-19,7,-8,-23,0.9,122,-8,-0.5
Cc1cccc(Nc2nc(-c3ccccn3)cs2)n1,13,92,-210,-7,24,-90,1.1,191*,13,-0.2
CCc1cc(=O)oc2cc(C)cc(OC(C)C(=O)O)c12 (configuration not stated),2,104,-15,-4,11,17,1,85,0,-0.2
CCOC(=O)c1ccc(NC(=O)N2CCN(c3cccc(OC)c3)CC2)cc1,18,91,13,22,-1,-11,0.8,109,-9,-0.2
